Screening results from PubChem.
USP7 inh = inhibitors of human USP7 deubiquitinase; purified USP7, Ub-rhodamine cleavage fluorescence; inhibition, % at 20 µM; 47,000 compounds, 0.3% hits; AID 1645854
USP30 inh = blocks human USP30 ubiquitin-rhodamine cleavage; inhibition, % at 25 µM; Q70CQ3; 47,000 compounds, 5.3% hits; purified USP30, Ub-rhodamine cleavage fluorescence
USP28 inh = inhibitors of human USP28 deubiquitinase; Q96RU2; purified USP28, Ub-rhodamine cleavage fluorescence, 30 min; inhibition, % at 25 µM; 47,000 compounds, 3% hits
OTUD3 inh = blocks human OTUD3 ubiquitin-rhodamine cleavage. Q5T2D3. purified OTUD3, Ub-rhodamine fluorescence, 2 h. inhibition, % at 25 µM. 47,000 compounds, 0.7% hits. AID 1645858
USP17 inh = blocks human USP17 ubiquitin-rhodamine cleavage; A8MUK1; purified USP17, Ub-rhodamine cleavage fluorescence, 3 h; inhibition, % at 50 µM; 47,000 compounds, 6.5% hits; AID 1645855
Target sequence (A8MUK1 whole entry, looked up): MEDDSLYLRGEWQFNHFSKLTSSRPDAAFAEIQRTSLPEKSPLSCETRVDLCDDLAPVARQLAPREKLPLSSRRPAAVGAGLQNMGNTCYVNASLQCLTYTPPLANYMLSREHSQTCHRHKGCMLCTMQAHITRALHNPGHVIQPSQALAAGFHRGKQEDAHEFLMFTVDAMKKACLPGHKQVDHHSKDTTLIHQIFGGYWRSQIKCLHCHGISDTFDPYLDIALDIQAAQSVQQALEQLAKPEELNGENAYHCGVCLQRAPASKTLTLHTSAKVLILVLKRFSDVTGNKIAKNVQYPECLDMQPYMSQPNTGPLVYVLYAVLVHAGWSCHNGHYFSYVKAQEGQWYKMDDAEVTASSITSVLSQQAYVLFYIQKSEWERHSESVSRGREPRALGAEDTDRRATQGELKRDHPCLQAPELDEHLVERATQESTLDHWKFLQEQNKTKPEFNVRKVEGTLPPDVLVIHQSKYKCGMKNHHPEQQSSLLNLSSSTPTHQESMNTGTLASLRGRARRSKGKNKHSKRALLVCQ
USP8 inh = human USP8 deubiquitinase inhibition; P40818; purified USP8, Ub-rhodamine cleavage fluorescence, 30 min; inhibition, % at 20 µM; 47,000 compounds, 4.2% hits; AID 1645853
UCHL1 block = human UCHL1 deubiquitinase inhibition | P09936 | inhibition, % at 20 µM | 47,000 compounds, 0.2% hits | purified UCHL1, Ub-rhodamine cleavage fluorescence
Target sequence (P09936 whole entry, looked up): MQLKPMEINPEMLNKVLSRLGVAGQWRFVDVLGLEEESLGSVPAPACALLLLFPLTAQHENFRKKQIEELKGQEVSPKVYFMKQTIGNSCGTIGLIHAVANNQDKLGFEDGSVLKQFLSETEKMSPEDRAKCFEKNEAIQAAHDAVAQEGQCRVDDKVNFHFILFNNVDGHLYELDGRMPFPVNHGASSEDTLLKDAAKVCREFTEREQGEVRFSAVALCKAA
USP10 inh = blocks human USP10 ubiquitin-rhodamine cleavage | purified USP10, Ub-rhodamine fluorescence, 60 min | Q14694 | 47,000 compounds, 1.1% hits | inhibition, % at 20 µM
The depositor's hits bear a star; i = inactive; nt = no result given. No stated cut-off is given here; in the data, active means inhibition above about 30%; inactive means the rest. Random draw from the library; 13% or so of the library scored in one or more.

nr	USP28 inh	UCHL1 block	USP7 inh	USP30 inh	USP8 inh	USP10 inh	OTUD3 inh	USP17 inh	Molecule
1	-4	0	5	0	6	0	-5	2	CCCN1C(=O)C2CCC(=O)N2c2ccc(C(=O)NC(C)C)cc21 (stereo unspecified)
2	-16	-3	-3	-35	-26	-3	-12	-24	COc1cc(OC)cc(N2C(=O)CCC2(C)C(=O)NC2CCCC2)c1 (stereo unspecified)
3	8	-1	2	5	9	0	10	7	Cn1c(CN2CCOCC2)nnc1SCC(=O)c1ccc(Br)cc1
4	0	5	6	-40	9	5	0	7	O=C(O)c1cccc(Nc2c(-c3ccccc3O)nc3cnccn23)c1
5	-25	-5	-3	-71	-134	-4	-17	-43	CCC(=O)N1Cc2ccccc2CC2(CCN(Cc3ccc(O)cc3)C2)C1 (stereo unspecified)
6	nt	-1	1	nt	1	0	-4	-4	COc1ccc(C(=O)NCc2noc(C3CCCC3)n2)cc1OC
7	11	1	2	12	3	0	7	8	COc1ccc(C(=O)N2CC[C@@H]3CN(CC(C)C)S(=O)(=O)[C@@H]3CC2)cc1
8	25	6	6	24	12	9	10	-1	Cc1ccc(CNC(=O)c2nn(C)c3c2COc2ccccc2-3)cc1
9	2	-1	2	8	-2	2	2	5	O=C(COc1cc2oc(=O)c3c(c2cc1Cl)CCC3)N1CCCC1
10	-21	-8	-5	-68	-78	-7	-20	-38	O=[N+]([O-])c1ccc(S(=O)(=O)CC(CN2CCCC2)N2CCCC2)cc1 (stereo unspecified)
11	-2	-1	1	-6	-58	-3	6	-18	FC(F)(F)c1ccnc(Nc2nccc(C3CN(Cc4ncc[nH]4)C3)n2)c1
12	-69	-5	-9	-268	-24	-7	-53	-82	COc1cccc(NC(=O)CCc2nc3sc4c(c3c(=O)[nH]2)CCCCC4)c1
13	-9	-2	-1	-23	0	-3	4	-16	O=C(N[C@@H]1C[C@@H](Oc2ccccc2)[C@H](O)[C@H]1N1CCCC1)c1cnc[nH]1
14	0	0	3	15	3	0	5	-1	O=C(c1cn(-c2cc(-c3nc(C4CC4)no3)ccn2)cn1)N1CCCC1
15	29	2	5	8	7	0	5	0	Cc1ccc(N2C(=O)N(CC(=O)Nc3ccc4c(c3)OCCO4)C(=O)C2C)cc1 (stereo unspecified)
16	-2	1	4	0	4	1	4	-1	COc1ccnc(N2CCC(C3CCCCCN3C(=O)C3CCOCC3)CC2)n1 (stereo unspecified)
17	-5	-3	3	-14	1	-2	-8	1	O=C(Nc1ccc(-c2ccc(N3CCOCC3)nn2)cc1)c1ccccc1Cl
18	10	2	3	19	-3	1	14	17	CN1C(=O)C(C)(C)c2cc(S(=O)(=O)N3CCCC3C(=O)NC3CCCC3)ccc21 (stereo unspecified)
19	10	2	3	2	-52	3	16	-2	O=C(CS(=O)(=O)c1cccc2nsnc12)Nc1ccccc1C(=O)O
20	9	-2	0	27	18	0	12	10	COc1ccccc1C(=O)N[C@@H]1CC[C@@H](Oc2ccccc2)[C@H](O)[C@H]1O
21	nt	2	-7	nt	0	-1	2	1	CCCC(=O)N1CCCC1c1nnc(C(=O)Nc2ccc(C)cc2)s1 (stereo unspecified)
22	nt	-2	2	nt	1	0	-11	-4	COc1cccc(NC(=O)CSc2ncnc3c2sc2nc(C(C)C)c4c(c23)CC(C)(C)OC4)c1
23	-2	-6	-11	-16	4	-8	-13	-8	COCc1ccc(C(=O)N2CC[C@]3(C)[C@H]2CCCCC(=O)N3Cc2ccc(F)cc2)cc1
24	1	1	1	6	11	0	3	3	O=S(=O)(CC(CN1CCCCC1)N1CCCCC1)c1ccc2ccccc2c1 (stereo unspecified)
25	7	3	-23	-1	7	-5	-3	-10	CN1CCN(C(=O)Cn2c(=O)cc(C(F)(F)F)c3c(-c4ccccc4)nn(C)c32)CC1
26	0	-3	5	14	5	0	2	6	CC(C)NC(=O)C1(Cc2ccc(-c3ccncc3)cc2)CCN(C(=O)c2ccncc2)CC1
27	-29	-10	-7	-107	-15	-7	-30	-41	Cc1cnn(CC2CCCN2Cc2csc(-c3ncccn3)n2)c1 (stereo unspecified)
28	-118	-30	-35	-396	-38	-9	-95	-84	Cc1c(C(=O)NC2CC2)nnn1-c1cccc2c1CCN(Cc1ccccn1)C2
29	0	-3	-10	-7	-26	0	-3	-14	O=C(c1cscn1)N1CC2(CCN(Cc3cccc(Cl)c3)CC2)C1
30	-74	5	-2	16	3	6	3	10	COc1ccccc1NS(=O)(=O)c1cccc(NC(=O)CCOc2ccccc2)c1
31	4	4	2	16	14	-3	1	-104	CCOc1ccc(C(=O)Nc2c(C(=O)N3CCN(CC)CC3)oc3ccccc23)cc1
32	-88	-31	-30	-308	24	-5	-77	-33	COC(=O)c1nc2ccc(N3CCOCC3)cc2c(C)c1C(=O)OC
33	-4	-6	-7	3	-6	3	-9	0	Cc1[nH]c2ccc(F)cc2c(=O)c1CN1CCCCC1
34	9	4	8	13	3	11	3	0	O=C(COC(=O)C(c1ccccc1)c1ccccc1)Nc1ccc(S(=O)(=O)N2CCCC2)cc1
35	3	2	1	10	3	0	5	-2	COCCN1[C@H]2CCN(C(=O)c3cccn3C)CC[C@@H]2Oc2ccccc2S1(=O)=O
36	-23	-1	2	-76	14	-7	-7	0	CCn1cnc2c(-c3ccccc3)cn(CC(=O)NCc3ccc(F)cc3)c2c1=O
37	-3	3	7	-17	13	6	0	6	CCC(C)[C@H](NS(=O)(=O)c1ccc(C)cc1)C(=O)N1CCC(C(=O)N[C@H](Cc2c[nH]c3ccccc23)C(=O)O)CC1 (stereo partly specified)
38	3	-2	0	9	3	-2	3	2	O=C(C1CC1)N1CCCC(c2nc(N3CCOCC3)ncc2-c2cccnc2)C1 (stereo unspecified)
39	1	7	6	8	-165	13	1	1	Cc1ccc(C2=Nc3ccccc3SC(c3cccc([N+](=O)[O-])c3)C2)cc1 (stereo unspecified)
40	-44	-9	-5	-99	-25	-6	-29	-55	Cn1cccc1C(=O)N1CC[C@@H](CC(=O)O)[C@@H](CC2=NCCc3ccccc32)C1
41	-125	-22	-24	i	-230	-6	-113	-159	O=C(C1CCCO1)N1CCC2(CC1)Nc1cccnc1NC2=NC1CCCC1 (stereo unspecified)
42	17	4	10	22	-3	39*	0	9	O=C(NCC1(c2ccccc2)CCC1)c1nc2n(n1)-c1ccccc1S(=O)(=O)N2
43	0	0	3	8	3	0	7	0	O=C(c1nc(-c2ccccc2)nc2c1OCO2)N1CCOCC1
44	-6	-2	3	-1	-3	-1	-5	0	COc1cccc(CN2CCc3c(nc(N4CCCC4)[nH]c3=O)C2)c1
45	-52	-11	-10	-172	-124	-10	-42	-71	O=C1COC2(CCN(c3ncc(F)cn3)CC2)CN1Cc1ccccn1
46	-6	-2	0	-1	0	0	-1	-3	Cc1ccc(NC(=O)CCNc2c(N3CCCC3)c(=O)c2=O)c(C)c1
47	-10	-3	-4	-24	-31	-5	-5	nt	CC1(C)OC(=O)[C@@]2(C)N[C@]1(C)C[C@@H]2C(=O)Nc1cccc(C(N)=O)c1
48	15	3	2	11	18	-2	14	-23	CN1CC[C@@H]2[C@H]1C(=O)NC[C@H](CCC(=O)N1CCN(c3ccccc3)CC1)N2C
49	8	5	9	27	21	-6	11	9	Cc1nn(C)c(C)c1CNC(=O)c1[nH]c2ccccc2c1NC(=O)c1ccc(Cl)cc1
50	1	2	3	0	15	0	0	3	Cc1cc(N2CCCC2c2cncc(-c3ncc(C)[nH]3)n2)ncn1 (stereo unspecified)
51	4	-4	-42	-33	-81	-2	-2	-1	CC1=NS(=O)(=O)N(Cc2ccccc2)C=C1C(=O)Nc1ccc(F)cc1
52	13	0	1	10	0	-1	15	-15	CCn1nc(C)cc1C(=O)N1C[C@@H]2C[C@@H](c3nc(C)no3)O[C@@H]2C1
53	0	-3	-20	-3	0	4	-11	nt	COc1cccc(N2CC(NC(=O)Nc3ccc(F)c(F)c3)CC2=O)c1 (stereo unspecified)
54	10	0	-13	45*	5	3	2	29	O=C(Nc1ccc2[nH]ccc2c1)C1CCN(S(=O)(=O)c2ccccc2)CC1
55	-2	-4	1	-6	-18	2	-5	5	Cc1nnc2cc(N3CCN(C(=O)c4ccc(Cl)cc4)CC3)cnn12
56	-9	-11	-10	-36	-59	-3	-3	-1	O=C(O)c1cccc(C(=O)CC[C@@H]2O[C@H](n3cnc4c(=O)[nH]cnc43)[C@@H](O)[C@H]2O)c1
57	-17	-4	-3	-25	-18	-4	-10	-11	Cc1cn(C)c(C2CCCN2C(=O)c2cc(C)nc3onc(C)c23)n1 (stereo unspecified)
58	-19	-8	3	-48	41*	-5	-18	63*	Cc1cc(Cl)c2c(c1)[C@]1(C(=O)N2)N2CCC[C@H]2[C@@H](C(=O)c2cc3ccccc3o2)[C@]12C(=O)Nc1ccccc12
59	43*	3	7	93*	14	-2	5	57*	Cc1ccc2[nH]c3c(=O)n(CCc4ccc(O)cc4)cnc3c2c1
60	8	5	-1	9	12	-1	8	0	CNc1nc2c(c(=O)n1Cc1ccccc1)CCN(S(=O)(=O)c1cccc(F)c1)C2

Next section
nr	USP28 inh	UCHL1 block	USP7 inh	USP30 inh	USP8 inh	USP10 inh	OTUD3 inh	USP17 inh	Molecule
61	5	2	-3	25	30*	-1	7	8	Cc1cc2occ(CC(=O)N3CCCCC3c3nnc(-c4cnccn4)o3)c2cc1C (stereo unspecified)
62	-16	-1	14	-62	-9	5	-8	38*	O=c1[nH]c2c(cc1CNc1ccc(Cl)cc1)c(-c1cccc(F)c1)nn2-c1ccccc1
63	-17	-3	-4	-42	-5	-7	-14	-21	COc1ccc(CNc2ncnc3sccc23)cc1OC
64	-6	0	0	-18	0	-7	1	-59	COc1ccc(C)cc1NC(=O)c1nc2ccccc2nc1N1CCCC1
65	8	2	5	27	11	2	15	17	Cc1ccc(CNC(=O)C2CCN(C(=O)c3cc(-c4cccnc4)n[nH]3)CC2)cc1
66	35*	1	5	6	14	4	7	9	CC(C)c1nc2sc3c(NCCN4CCOCC4)ncnc3c2c2c1CCC2
67	31*	10	2	43*	20	12	23	46*	COc1ccc(CCNC(=O)CCn2c(=O)c3ccccc3n(Cc3ccc(F)cc3)c2=O)cc1OC
